DRD3 agonist: D3 dopamine receptor (human) agonism. P35462. D3R DiscoveRx beta-arrestin cells, luminescence, 90 min. max activation, %. 410,000 compounds, 0.58% hits; in the data active = max activation above about 30%; note: 0% is about no effect; mostly tested at two doses, the higher about 12 µM
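Cells at 1500/well, incubated overnight, then treated with pinned compounds (dopamine as control) for 90 min at 37 degrees C. DiscoveRx reagent added for 30 - 60 minutes at room temperature; luminescence read.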
GLP-1R agonist: activates the human GLP-1 receptor; HEK293 GLP-1R CRE-luciferase, luminescence, 4-6 h; cells express a hypersensitive GLP-1R form; 380,000 compounds, 0.007% hits; Potency, µM (doses to about 45.6 µM), for the others: top-dose activation, usual class: activators; AID 624172; note: potency is the fitted concentration of half-maximal effect; % of control where 0% means no effect
Target sequence (P43220 whole entry, looked up): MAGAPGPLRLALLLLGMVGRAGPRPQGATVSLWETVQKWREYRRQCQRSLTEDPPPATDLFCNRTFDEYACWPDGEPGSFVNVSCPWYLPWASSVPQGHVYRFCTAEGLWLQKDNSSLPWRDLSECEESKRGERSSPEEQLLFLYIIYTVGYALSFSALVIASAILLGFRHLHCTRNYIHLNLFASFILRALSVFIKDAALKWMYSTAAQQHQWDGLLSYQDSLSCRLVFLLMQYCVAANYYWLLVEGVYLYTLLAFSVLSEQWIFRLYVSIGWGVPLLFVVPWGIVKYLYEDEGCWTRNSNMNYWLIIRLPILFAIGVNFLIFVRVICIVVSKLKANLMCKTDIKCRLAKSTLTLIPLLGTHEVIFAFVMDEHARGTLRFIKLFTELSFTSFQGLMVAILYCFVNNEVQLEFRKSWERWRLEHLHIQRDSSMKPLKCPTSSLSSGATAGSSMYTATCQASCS
PTHR1 agonist: PTHR1 (human) receptor agonism. 410,000 compounds, 0.075% hits. HEK293 GP2 PTHR1 cells, GloSensor cAMP luminescence, 1 h. Potency, µM (highest dose often 115 µM), without a hit: at the top dose activation, hits mostly activators; note: potency is the fitted concentration of half-maximal effect; nearly all actives have a fitted effect of over 55% in size; some results filed as inactive show a strong effect at the top dose; inactives centre near -15; many of its hits are not listed in these tables
Target sequence (Q03431 whole entry, looked up): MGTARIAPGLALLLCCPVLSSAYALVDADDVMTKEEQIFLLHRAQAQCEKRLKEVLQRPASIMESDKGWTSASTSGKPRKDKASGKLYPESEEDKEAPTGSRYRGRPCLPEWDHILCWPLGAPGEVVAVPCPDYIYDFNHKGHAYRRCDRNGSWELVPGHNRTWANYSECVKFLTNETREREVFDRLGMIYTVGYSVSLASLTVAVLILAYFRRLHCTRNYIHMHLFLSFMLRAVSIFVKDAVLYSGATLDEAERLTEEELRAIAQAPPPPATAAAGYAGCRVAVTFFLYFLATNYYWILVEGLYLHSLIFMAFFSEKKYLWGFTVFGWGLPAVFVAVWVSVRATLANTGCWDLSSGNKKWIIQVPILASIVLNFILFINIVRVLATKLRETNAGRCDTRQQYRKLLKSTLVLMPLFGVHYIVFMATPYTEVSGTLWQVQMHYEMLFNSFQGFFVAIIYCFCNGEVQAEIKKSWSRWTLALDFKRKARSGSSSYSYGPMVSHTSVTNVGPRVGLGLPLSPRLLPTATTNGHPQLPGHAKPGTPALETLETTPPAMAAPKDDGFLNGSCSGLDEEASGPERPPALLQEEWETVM
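HEK-293-derived GP2 cells expressing PTHR1 and a GloSensor cAMP reporter, 3,000/well, plated overnight, given luciferin plus IBMX (each 0.5 mM as added) for 1 h at 37 °C, then compound for 1 h at 37 °C. Luminescence was read after 15 min at room temperature.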
aSyn rescue: rescues yeast growth from alpha-synuclein toxicity; Yeast expressing alpha-synuclein, growth rescue, BacTiter-Glo, 24 h; Potency, µM (series often up to 46.1 µM), for inactives: at the highest dose growth rescue (activation), hits mostly activators; 370,000 compounds, 0.14% hits; note: potency is the fitted concentration of half-maximal effect; % of control where 0% means no effect; nearly all actives have a fitted effect of over 65% in size
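Screening used galactose-induced yeast with toxic alpha-synuclein levels, exposed to compound for 24 hr at 30 deg C. Cell growth, read with BacTiter-Glo luminescence, gave the measured signal.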
KB-V1 cytotox: KB-V1 MDR subline cytotoxicity; 400,000 compounds, 3.4% hits; KB-V1 MDR cells viability, CellTiter-Glo, 72 h; Potency, µM (top dose mostly 46.1 µM), inactives show top-dose activity change, negative = cytotoxicity, usual class: cytotoxic; note: potency is the fitted concentration of half-maximal effect; % is set by controls: 0 for no effect and ±100 for the full control effect; nearly all actives have a fitted effect of over 60% in size
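KB-V1 cells (P-gp-expressing MDR subline of KB-3-1) in phenol-red-free DMEM with 10% FBS were exposed to library compounds over a concentration series for 72 h at 37 degrees C. Viability read by CellTiter-Glo luminescence; concentration-effect curves fitted after normalization.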
GLP-1R inv ag: GLP-1 receptor (human) inverse agonism; P43220; HEK293 GLP-1R CRE-luciferase, luminescence, 24 h; GLP-1R form is constitutively active; Potency, µM (titrated, usually from 38.3 µM), without a hit: top-dose activity change, negative = inhibition, actives largely listed as inhibitors; 410,000 compounds, 1.6% hits; AID 624417; note: potency is the fitted concentration of half-maximal effect; % is set by controls: 0 for no effect and ±100 for the full control effect; nearly all actives have a fitted effect of over 55% in size
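Readout was luciferase luminescence, measured 12 min after detection reagent at room temperature. Beforehand, GLP-1R reporter HEK293 cells had sat 12 h, then received compounds for 24 hr at 37 deg C.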
TDP43 rescue: rescues yeast growth from TDP-43 toxicity. Potency, µM (highest dose often 46.1 µM), for the others: top-dose growth rescue (activation), most hits filed as activators. AID 652104. 410,000 compounds, 1.8% hits. TDP-43 expressing yeast growth rescue, BacTiter-Glo, 24 h; note: potency is the fitted concentration of half-maximal effect; % of control where 0% means no effect; nearly all actives have a fitted effect of over 50% in size
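Cell-based yeast growth screen: TDP-43 expression induced in galactose, inoculum OD600=0.02 after raffinose pregrowth to mid-log. Read-out BacTiter-Glo luminescence at 24 hr, 30 deg C; inhibition of toxicity seen as signal increase.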
GLP1R cytotox: cytotoxicity counter-screen for GLP-1 receptor inverse agonists. HEK293 cAMP-luciferase reporter cells, luminescence, 24 h. Potency, µM (doses to about 38.3 µM), inactives show top-dose activity change, negative = inhibition, hits mostly inhibitors. 410,000 compounds, 0.13% hits;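 note: loss of luciferase light is scored as toxicity; potency is the fitted concentration of half-maximal effect; % is set by controls: 0 for no effect and ±100 for the full control effect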
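Quantitative HTS format, 1536 wells, 200 cells/uL seeded. Compounds: 23 nL, 24 h, 37 °C. Detection: luciferase reagent, luminescence at 12 min RT; decreased signal taken as cytotoxic.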
D3 antag: antagonists of human D3 dopamine receptor. P35462. D3R cells, DiscoveRx beta-arrestin luminescence, antagonist mode; stronger effect = lower value. max response, negative = inhibition, %. 360,000 compounds, 2.5% hits. AID 652054; in the data active = max response below about -50%; inconclusive = no clear call, values can overlap the other calls; note: % is set by controls: 0 for no effect and ±100 for the full control effect; mostly tested at two doses, the higher about 12 µM
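Cells plated overnight at 1500 cells/well, then exposed to library compounds with dopamine controls for 90 minutes at 37 degrees C. DiscoveRx reagent added for 30–60 minutes at room temperature; luminescence read, quantitative HTS format.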
* hit, by the source's call; i = inactive; ? = inconclusive; / = no result given; [ ] = dose if it differs, or a comment. Unless noted, calls come from the whole dose curve; as a rule, active = well fitted curve in the direction sought with a large enough effect; inconclusive = small, poorly fitted or top-dose-only effect, or another doubt; inactive = no such curve, though single readings can be large; an effect the other way counts as inactive or inconclusive.

Order of values – GLP-1R inv ag	aSyn rescue	D3 antag	KB-V1 cytotox	TDP43 rescue	GLP1R cytotox	PTHR1 agonist	GLP-1R agonist	DRD3 agonist
> Cn1c(COc2ccccc2)nnc1SCc1nc2ccccc2[nH]1
 : 0%	0%	2	?	0%	6%	/	24%	3
> Oc1ccccc1C=NN=Cc1c(O)ccc2ccccc12
 : 31%[activator]	-5%	22	-19%	-6%	281%[activator]	-31%[inhibitor]	4%	-5
> CC(C)C(NC(=O)c1ccccc1F)C(=O)OCC(=O)c1ccc(F)cc1 (stereo not drawn)
 : -6%	2%	4	-2%	-7%	-15%	-32%[inhibitor]	10%	8
> CC1(CCc2ccccc2)NC(=O)N(CC(=O)N2CCc3ccccc32)C1=O (stereo not drawn)
 : ?	6%	-6	-16%	5%	-3%	-3%	-1%	2
> O=C(c1ccc(Cl)cc1)[C@@H]1[C@@H]2C(=O)N(c3ccccc3)C(=O)[C@@H]2C2c3ccccc3C=NN21 (stereo partly drawn)
 : ?	1%	8	-1%	-13%	2%	i	-7%	-6
> COC(=O)c1c(NC(=O)CN2CCOCC2)sc2c1CCC(C)C2 (stereo not drawn)
 : 27%	1%	66	?	-11%	0%	-14%	29%	-3
> Cc1ccccc1NC(=O)c1cccc(S(=O)(=O)Nc2cccc(C(=O)O)c2)c1
 : 13%	-1%	13	5%	-9%	18%	i	-2%	4
> Clc1cccc(Cl)c1C1=NOC(c2nnc(-c3ccccc3)o2)C1 (stereo not drawn)
 : 21%	4%	23	16%	0%	-6%	-2%	5%	1
> CC(C)c1ccc(CC(NC(=O)c2ccccc2)C(=O)NCC(=O)O)cc1 (stereo not drawn)
 : 4%	2%	-5	12%	-6%	8%	i	1%	7
> CCOC(=O)c1ccoc1CSCC(=O)N1CCN(S(=O)(=O)c2ccc(C)cc2)CC1
 : -12%	0%	7	-28%	14%	-8%	-24%	0%	-2
> COC(=O)Cn1c(CN2CCc3ccccc3C2)nc2c1c(=O)n(C)c(=O)n2C
 : 2%	1%	38	11%	39%	-10%	-38%[inhibitor]	-3%	3
> COc1ccc(-n2c(Cn3nnc4ccccc43)nnc2SCC(=O)O)cc1
 : 10%	3%	2	3%	10%	-6%	-14%	1%	-1
> CCC(CC)NC(=O)COC(=O)CCC(=O)c1cccs1
 : 12%	0%	14	0%	3%	0%	i	10%	1
> Cc1ccc(-c2cc(-c3ccc(F)cc3)c(C#N)c(N)n2)o1
 : 13%	-64%[inhibitor]	11	-6%	-24%[0.397 µM]	22%	i	5%	-8
> Cc1ccc(C2CC(c3cccc(C)c3)n3nc(N)nc3N2)cc1 (stereo not drawn)
 : -14%	-6%	0	5%	-3%	0%	i	5%	-9
> CC(=O)NC(C)c1nc2ccccc2n1CC(=O)NC(C)CCc1ccccc1 (stereo not drawn)
 : 9%	7%	23	1%	/	4%	i	3%	-7
> C=CCSc1cc(C)nc2c(-c3ccccc3)cnn12
 : 21%	9%	41	8.2µM*	?	-8%	-31%[inhibitor]	20%	5
> CN(Cc1ccc(Br)s1)C(=O)CNC(=O)c1ccc2c(c1)OCO2
 : -30%	1%	22	21µM*	?	-15%	i	0%	5
> C/C(CC(=O)Nc1ccc(Cl)cc1C(F)(F)F)=N\NC(=O)c1ccccn1
 : ?	6%	-7	?	-4%	-8%	-29%	-5%	-6
> COc1ccccc1N1CCN(C(=O)CSc2nc3ccccc3nc2Cc2ccc(F)cc2)CC1
 : 55%[activator]	/	/	-29%	18%	28%	-26%	/	3
> CC(C)(C)C1CCc2c(sc(NC(=O)CSc3nnc(-c4ccccc4)o3)c2C#N)C1 (stereo not drawn)
 : 0%	0%	41	?	-29%	1%	-1%	-8%	0
> O=C(/N=C1/c2ccccc2CN1c1ccccc1)Nc1ccccc1
 : 16%	12%	-1	6%	-2%	-9%	-23%	4%	1
> CCOC(=O)c1cccc(NC(=O)CCS(=O)(=O)c2ccc3c(c2)CC(=O)N3C)c1
 : 5%	/	/	?	3%	5%	i	/	-8
> O=C(CSc1nccn1Cc1ccc(F)cc1)NCc1ccc(F)cc1
 : ?	1%	/	9%	11%	-12%	0%	-5%	-10
> Cc1ccc(CNC(=O)CCSCc2cnn(-c3ccccc3)c2-n2cccc2)cc1
 : ?	/	/	/	20µM*	3%	-4%	/	1
> COc1ccc(CNC(=O)COC(=O)c2cncc(Br)c2)cc1
 : 4%	-1%	-3	5%	3%	4%	i	4%	3
> COc1ccc2c(CNCc3ccccc3OC)c(C(=O)O)n(Cc3ccc(F)cc3Cl)c2c1
 : 1%	/	/	8%	-2%	1%	-7%	/	-15
> CC1=CC(=O)C(C(C)=Nc2cccc(Cl)c2)C(=O)O1 (stereo not drawn)
 : 2%	-12%	3	-6%	-29%	-5%	i	10%	-2
> O=C(Nc1ccc(Cl)cn1)c1ccc(Br)c(S(=O)(=O)N2CCCCC2)c1
 : -7%	1%	10	12%	-4%	-7%	-33%[inhibitor]	8%	15
> COc1ccc(C(=O)CSc2nnc(CNc3ccc(C)cc3C)o2)cc1
 : 0%	1%	20	-27%	15%	0%	?	-5%	1
> CCC(CC)=NNc1ccc([N+](=O)[O-])cc1[N+](=O)[O-]
 : 9%	2%	-21	6%	-3%	-2%	i	5%	2
> COc1ccc(CCNC(=O)C2CCN(S(=O)(=O)c3ccc4nc5c(c(C(=O)O)c4c3)CCCC5)CC2)cc1OC
 : 3%	0%	-4	?	-3%	3%	i	-2%	-5
> Cc1cc(F)ccc1S(=O)(=O)Nc1ccccc1C(=O)NCc1cccnc1
 : 8%	0%	0	?	-6%	-3%	-13%	0%	-7
> COCC(=O)N1CCC(Oc2ccc(C(=O)N3CCCCCCC3)cc2)CC1
 : 14%	2%	14	/	14%	-10%	-34%[inhibitor]	-4%	8
> Cc1ccccc1OCC(O)Cn1c(SC(C)C)nc2c1c(=O)[nH]c(=O)n2C (stereo not drawn)
 : -2%	4%	14	?	0%	-28%	i	27%	0
> O=C1C2C(c3ccccc3)C=CC(c3ccccc3)C2C(=O)N1C1CCCCC1 (stereo not drawn)
 : -2%	-12%	12	18%	-16%	-2%	i	-19%	-19
> COc1ccc(NC(=S)Nc2cc(C)ccn2)c(OC)c1
 : -14%	-8%	4	-4%	3%	-6%	-13%[57.5 µM]	2%	-7
> COCCN(C(=O)CSc1nc2ccccc2c(=O)n1CCOC)c1c(N)n(Cc2ccccc2)c(=O)[nH]c1=O
 : -20%	-6%	-15	4%	-20%	-1%	-19%	4%	-3
> CC1CN(CC(=O)Nc2ccccc2Sc2ccccc2)CC(C)O1 (stereo not drawn)
 : -27%	6%	12	?	-12%	15%	-28%	21%	4
> CCONC(=NC)c1nonc1N
 : 3%	-5%	-10	-6%	-21%[0.397 µM]	-4%	8%	0%	-7
> COc1ccccc1NC(=O)N(C)C[C@@H]1OCc2cnnn2CCCC(=O)N([C@H](C)CO)C[C@@H]1C
 : 11%	-6%	3	-15%	0%	-6%	-21%	-2%	0
> CCc1ccc(NC(=O)c2cnn3ccccc23)cc1
 : 5µM*	-15%	2	-11%	?	18%	-27%	-5%	-3
> Cc1ccc(S(=O)(=O)Nc2ccccc2CNc2ccc(Br)cn2)cc1
 : ?	0%	0	5.8µM*	20µM*	7%	-18%	-4%	1
> CCCCn1c(NS(=O)(=O)c2ccccc2)c(S(=O)(=O)c2ccc(C)cc2)c2nc3ccccc3nc21
 : ?	-1%	-13	?	0%	-2%	-41%[inhibitor]	-6%	3
> Cc1nn(-c2cccc(C(F)(F)F)c2)c(Cl)c1/C=N/Nc1cccc(C(=O)O)c1
 : -5%	-14%	-25	-20%	?	6%	-12%	-9%	-1
> Cc1oc(S(=O)(=O)N2CCCCC2)cc1NC(=O)Nc1ccc(Cl)cc1
 : ?	2%	31	?	18%	-7%	-20%	-2%	-1
> Cc1c(C)n(C)c2ccc(C(=O)N3CCN(c4ccccn4)CC3)cc12
 : -20%	5%	13	11%	17%	2%	-20%	11%	17
> COc1ccc(-c2cc(C(=O)N3CCCC3)no2)cc1
 : ?	-4%	-1	-15%	-4%	-23%	-32%[inhibitor]	0%	-8
> CC(=O)c1ccc(OCc2cc(C(=O)N(C)CC3COc4ccccc4O3)no2)cc1 (stereo not drawn)
 : -29%	10%	-4	?	?	0%	-34%[inhibitor]	21%	-4
> Cc1cccc(N2CCN(CCCNc3ncnc4onc(-c5ccc(F)cc5)c34)CC2C)c1 (stereo not drawn)
 : 4%	/	/	-17%	2%	8%	-24%	/	-30
> COc1ccc(C2C=C(C34CC5CC(CC(C5)C3)C4)NC(=S)N2)cc1OC (stereo not drawn)
 : ?	0%	?	18µM*	0%	?	i	4%	-8

In the list so far, these contain a CF3 group:
Order of values – GLP-1R inv ag	aSyn rescue	D3 antag	KB-V1 cytotox	TDP43 rescue	GLP1R cytotox	PTHR1 agonist	GLP-1R agonist	DRD3 agonist
> C/C(CC(=O)Nc1ccc(Cl)cc1C(F)(F)F)=N\NC(=O)c1ccccn1
 : ?	6%	-7	?	-4%	-8%	-29%	-5%	-6
> Cc1nn(-c2cccc(C(F)(F)F)c2)c(Cl)c1/C=N/Nc1cccc(C(=O)O)c1
 : -5%	-14%	-25	-20%	?	6%	-12%	-9%	-1

Screening results from PubChem.

These rows are one share of the data. The share of hits here may be higher or lower than overall.
